GAA inh: qHTS Assay for Inhibitors of Human alpha-Glucosidase as a Potential Chaperone Treatment of Pompe Disease; Lysosomal alpha-glucosidase (Homo sapiens), P10253; Potency, µM (titrated, usually from 76.9 µM), for the others: at the top dose activity change, negative = inhibition, actives largely listed as inhibitors; actives 0.005% (n = 200,000); purified human GAA, 4-MU-alpha-glucoside fluorescence;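 also: plate controls were uninhibited enzyme wells for no effect and no-enzyme background for full effect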
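AC50 values come from Hill fits of compound titrations (up to 77 uM) against 4 nM human enzyme. Substrate 4-methylumbelliferyl-alpha-D-pyranoside at 400 uM, pH 5.0 citrate buffer, 20 min room temperature; fluorescence Ex 365/Em 440 after alkaline stop.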
GAA spleen mod: qHTS Assay for Inhibitors and Activators of Human alpha-Glucosidase From Spleen Homogenate. human spleen homogenate, 4-MU-alpha-glucoside fluorescence. Potency, µM (series often up to 79.9 µM), for inactives: top-dose activity change, negative = inhibition, most hits filed as inhibitors. actives 0.006% (n = 240,000). AID 2112, 2009;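 also: 0% = enzyme with vehicle and -100% = no enzyme basal signal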
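Human spleen homogenate (1 ug) with 4-methylumbelliferyl-alpha-D-glucopyranoside (1 mM final) in 50 mM citrate/phosphate pH 5.0, 0.01% Tween-20; 40 min at 37 C. Stopped at pH 10; 4-MU fluorescence Ex 365/Em 440 nm; AC50 by Hill fit.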
SMN2 splice up: qHTS Assay for Enhancers of SMN2 Splice Variant Expression; HEK293 SMN2-luciferase splicing reporter, luminescence, 30-36 h; actives 2.8% (n = 210,000); Potency, µM (titrated, usually from 46.1 µM), for the others: at the top dose activity change, positive = activation, hits mostly activators; also: % of control where 0% means no effect; nearly all actives have a fitted effect of over 55% in size
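HEK293 cells carry an SMN2 minigene-luciferase reporter in which exon 7 inclusion puts luciferase in frame. Cells were seeded at 2000 cells/well, attached for 10-12 hours, then exposed to compounds for 30-36 hours at 37C before ONE-Glo luminescence.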
GAA glycogen: qHTS Assay for Inhibitors and Activators of Human alpha-Glucosidase Cleavage of Glycogen; Lysosomal alpha-glucosidase (Homo sapiens), P10253; recombinant GAA, glycogen substrate, Amplex Red glucose oxidase fluorescence; Potency, µM (highest dose often 76.4 µM), for inactives: at the top dose activity change, negative = inhibition, hits mostly inhibitors; actives 0.38% (n = 300,000); AID 2100, 2009;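 also: 0% = full enzyme reaction and -100% = no-enzyme basal signal; the screen sought inhibitors and activators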
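Natural-substrate format: glycogen cleavage by 4 nM human enzyme, glucose read by Amplex Red coupling (Ex 573, Em 610 nm). Normalized to enzyme and no-enzyme controls.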
KDM4E inh: qHTS Assay for Inhibitors of Human Jumonji Domain Containing 2E (JMJD2E); JMJD2E catalytic domain, FDH-coupled NADH fluorescence (FDH is formaldehyde dehydrogenase); Potency, µM (highest dose often 57.1 µM), inactives show top-dose activity change, negative = inhibition, usual class: inhibitors; actives 1.6% (n = 230,000); active = well fitted inhibition curve with a large enough effect, not every such curve was filed as active; inconclusive = small, poorly fitted or top-dose-only effect, or another doubt; inactive = no such curve, though single readings can be large or run the other way;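 also: 0% = wells with enzyme and -100% = buffer wells without enzyme; nearly all actives have a fitted effect of over 50% in size; many of its hits are not listed in these tables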
GLA spleen mod: qHTS Assay for Inhibitors and Activators of Human alpha-Galactosidase From Spleen Homogenate; Alpha-galactosidase A (Homo sapiens), P06280; actives 0.008% (n = 240,000); Potency, µM (doses to about 80 µM), for the others: at the top dose activity change, negative = inhibition, usual class: inhibitors; human spleen homogenate, 4MU-alpha-Gal fluorescence, 40 min;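 also: 0% = enzyme with vehicle and -100% = no enzyme basal signal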
Target sequence (P06280 32-429 limits assumed): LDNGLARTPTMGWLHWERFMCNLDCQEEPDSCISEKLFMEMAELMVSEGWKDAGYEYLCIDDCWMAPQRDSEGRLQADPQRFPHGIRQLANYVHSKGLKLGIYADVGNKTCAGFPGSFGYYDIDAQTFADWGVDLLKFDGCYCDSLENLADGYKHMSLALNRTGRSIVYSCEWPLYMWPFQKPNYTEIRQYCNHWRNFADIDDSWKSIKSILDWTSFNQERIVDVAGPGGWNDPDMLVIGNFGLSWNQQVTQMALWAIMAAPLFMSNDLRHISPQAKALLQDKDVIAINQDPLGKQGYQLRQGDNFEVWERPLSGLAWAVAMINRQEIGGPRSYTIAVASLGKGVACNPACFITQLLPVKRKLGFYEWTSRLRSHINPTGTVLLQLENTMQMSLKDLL
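Human spleen homogenate (1 ug) as enzyme source, 4-methylumbelliferyl-alpha-D-galactopyranoside 1 mM final, citrate/phosphate pH 5.0 with 0.01% Tween-20. Compounds 40 min at 37C, NaOH/glycine stop; fluorescence Ex 365/Em 440, Hill-fit AC50.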
ALDH1A1 block: qHTS Assay for Inhibitors of Aldehyde Dehydrogenase 1 (ALDH1A1) | Potency, µM (top dose mostly 75.3 µM), inactives show top-dose activity, negative = inhibition, usual class: inhibitors | Purified ALDH1A1, NADH fluorescence, propionaldehyde substrate | actives 7.3% (n = 220,000) | Aldehyde dehydrogenase 1A1 (Homo sapiens), P00352 | AID 1030, 2008; active = well fitted inhibition curve with a large enough effect, not every such curve was filed as active; inconclusive = small, poorly fitted or top-dose-only effect, or another doubt; inactive = no such curve, though single readings can be large or run the other way;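 also: plate controls were no enzyme wells and a reference inhibitor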
Target sequence (P00352 whole entry, looked up): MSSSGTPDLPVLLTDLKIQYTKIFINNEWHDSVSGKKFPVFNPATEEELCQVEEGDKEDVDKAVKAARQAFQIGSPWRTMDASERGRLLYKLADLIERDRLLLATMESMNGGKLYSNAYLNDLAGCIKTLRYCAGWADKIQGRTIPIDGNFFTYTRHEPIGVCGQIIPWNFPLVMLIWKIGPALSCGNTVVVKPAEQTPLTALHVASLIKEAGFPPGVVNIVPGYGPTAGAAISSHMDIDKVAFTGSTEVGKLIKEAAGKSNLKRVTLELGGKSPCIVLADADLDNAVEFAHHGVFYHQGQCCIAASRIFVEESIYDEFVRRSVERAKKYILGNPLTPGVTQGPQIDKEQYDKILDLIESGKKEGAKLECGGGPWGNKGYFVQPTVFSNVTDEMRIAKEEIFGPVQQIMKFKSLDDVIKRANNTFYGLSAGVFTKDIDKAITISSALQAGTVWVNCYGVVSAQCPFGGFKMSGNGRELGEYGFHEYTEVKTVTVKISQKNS
GoLoco inh red: qHTS Assay for Inhibitors of RGS12 GoLoco Motif Activity (Red Fluorophore); actives 0.44% (n = 230,000); Gai1:RGS12 GoLoco peptide FP, rhodamine, 10 min; Potency, µM (top dose mostly 61.6 µM), for inactives: at the top dose activity, negative = inhibition, most hits filed as inhibitors; active = well fitted inhibition curve with a large enough effect, not every such curve was filed as active; inactive = no such curve, though single readings can be large or run the other way; also: % is scaled to controls: 0 for no effect and ±100 for the full control effect; nearly all actives have a fitted effect of over 30% in size; many of its hits are not listed in these tables
The depositor's hits bear a star; ? = inconclusive; . = no result given; [ ] = remark or other dose. Unless noted, calls follow the shape of the dose curve; as a rule, active = well fitted curve in the direction sought with a large enough effect; inconclusive = small, poorly fitted or top-dose-only effect, or another doubt; inactive = no such curve, though single readings can be large; an effect the other way counts as inactive or inconclusive. Potency is read from the fitted curve at half-maximal effect. Some of the compounds tested (hit frequency here may not be typical).

canonical_smiles,GAA inh,GAA spleen mod,SMN2 splice up,GAA glycogen,KDM4E inh,GLA spleen mod,ALDH1A1 block,GoLoco inh red
CC12CCC(C(=O)N(CCCN3CCN(Cc4ccccc4)CC3)C1=O)C2(C)C (configuration not stated),9%,0%,-1%,15%,-1%,-12%,-2%,0%
CCOC(=O)c1ccc(Nc2ccc([N+](=O)[O-])cn2)cc1,2%,0%,.,-6%,?,-2%,-2%,-2%
CC1=C(C)CC(C(=O)NCc2ccccn2)C(C(=O)O)C1 (configuration not stated),.,0%,.,1%,2%,-4%,.,10%
CCCCC(=O)NCCNc1nc2c(c(=O)n(C)c(=O)n2C)n1Cc1ccccc1,-4%,-1%,-6%,4%,3%,-10%,9%,7%
COc1cc(C(=O)Nc2nnc(C)s2)cc(OC)c1OC,-1%,-4%,?,2%,0%,-1%,-1%,-5%
CCOC(=O)CSc1nc2ccc(Nc3nc(N4CCOCC4)nc(N4CCOCC4)n3)cc2s1,-1%,1%,?,-8%,-2%,3%,-2%,-12%
C/C(Cc1ccccc1)=N\NC(=O)CNC(=O)c1ccc(Cl)cc1Cl,.,5%,.,4%,27%,1%,.,1%
Nc1nncn1C(=O)c1cccs1,5%,2%,-18%,1%,-1%,6%,-5%,0%
COc1ccccc1N1CCN(C(CNS(=O)(=O)c2cccs2)c2cccnc2)CC1 (configuration not stated),-6%,10%,-5%,1%,-5%,5%,?,9%
O=C(NCc1ccco1)C1CCN(C(=O)Cc2ccccc2)CC1,-2%,-4%,-14%,-11%,4%,-1%,-7%,-1%
O=C(CSc1nnc(NC(=O)c2ccco2)s1)Nc1ccc(F)cc1,5%,-1%,26%,-15%,-9%,-1%,?,17%
Cc1nc(NC2CCCCC2)c2nc(-c3ccccc3)n(CCN3CCCCC3)c2n1,.,-1%,-29%,.,?,-2%,?,2%
COc1ccc(/C=N/Nc2ccc(C(F)(F)F)cc2[N+](=O)[O-])cc1O,-3%,-6%,-9%,-5%,-4%,0%,9%,14%
COC(=O)C1=C(C)N(C)C(=S)NC1c1c(OC)ccc2ccccc12 (configuration not stated),2%,-4%,-21%,-26%,-14%,3%,4%,3%
Cc1ccc(CNC(=O)CN2CCC(C(N)=O)CC2)cc1,?,-3%,-4%,-1%,5%,-5%,-7%,6%

The list goes on, starting with the last four of the part before.
canonical_smiles,GAA inh,GAA spleen mod,SMN2 splice up,GAA glycogen,KDM4E inh,GLA spleen mod,ALDH1A1 block,GoLoco inh red
Cc1nc(NC2CCCCC2)c2nc(-c3ccccc3)n(CCN3CCCCC3)c2n1,.,-1%,-29%,.,?,-2%,?,2%
COc1ccc(/C=N/Nc2ccc(C(F)(F)F)cc2[N+](=O)[O-])cc1O,-3%,-6%,-9%,-5%,-4%,0%,9%,14%
COC(=O)C1=C(C)N(C)C(=S)NC1c1c(OC)ccc2ccccc12 (configuration not stated),2%,-4%,-21%,-26%,-14%,3%,4%,3%
Cc1ccc(CNC(=O)CN2CCC(C(N)=O)CC2)cc1,?,-3%,-4%,-1%,5%,-5%,-7%,6%
COC(=O)CNC(=O)C(C)NC(=O)CNC(=O)OCc1ccccc1 (configuration not stated),-3%,4%,2%,-1%,4%,8%,4%,11%
O=C(CCC1CCCC1)N1CCN(C(=O)C2CC2)CC1,3%,-2%,-18%,4%,1%,5%,-6%,6%
CC(C)(C)NC(=S)Nc1ccc(Br)cc1,-14%,-4%,-22%,-12%,-1%,-4%,9%,4%
Nc1nnc(Cc2ccc(Cl)cc2Cl)s1,0%,0%,-18%,6%,7%,0%,?,-9%
O=C(c1ccccc1)N1CCN(Cc2cccc(Oc3ccccc3)c2)CC1,?,1%,-57%[inhibitor],1%,?,-7%,?,-7%
O=C(Cn1nc(-c2ccc(Cl)cc2)c2ccccc2c1=O)NN1CCOCC1,-4%,5%,.,6%,-4%,-13%,-1%,1%
CC/C(=N\NC(=O)c1c(-c2ccccc2)noc1C)c1ccc(C)o1,-2%,2%,-20%,-6%,-2%,9%,1%,-7%
CC(C)C(NC(=O)c1ccc(Cl)cc1)C(=O)O (configuration not stated),9%,-8%,10%,5%,-2%,11%,12%,-1%
Cn1cnnc1SCCC(=O)Nc1ccc(Cl)cc1,-5%,5%,?,3%,19%,-2%,13%,-7%
COc1ccc(CNC(=O)C(C)N2C(=O)COc3ccc(C)cc32)c(OC)c1 (configuration not stated),.,-6%,.,-3%,-1%,-9%,.,2%
CC12COC3(C(=O)Nc4ccc(F)cc4)CC1CCC32C (configuration not stated),-7%[15.4 µM],-3%,-5%,-2%,4%,2%,10%,-3%
O=C(NC1(O)C(=O)c2ccccc2C1=O)c1ccc(C(F)(F)F)cc1,.,-1%,.,-16%,?,5%,.,8%
CCN(c1ccccc1)S(=O)(=O)c1ccc(Cl)c(C(=O)OCC(=O)c2[nH]c(C)c(C(C)=O)c2C)c1,-4%,-6%,-1%,2%,3%,-1%,1%,8%
COCCNC(=S)N1CCc2cc(OC)c(OC)cc2C1COc1ccc(F)cc1 (configuration not stated),-17%,1%,10%,1%,3%,-11%,7%,3%
CCC(CC)NC(=O)CON=C1c2ccccc2-c2ccccc21,5%,-3%,-15%,17%,?,1%,4%,-6%
Cn1c(=O)c2c(nc(NN=C3CCCCC3)n2C)n(C)c1=O,2%,4%,-49%,?,-26%,10%,?,7%
CCC(C)c1ccc(NC(=O)C2CCN(c3ncccn3)CC2)cc1 (configuration not stated),-6%,-20%,-25%,3%,-7%,1%,?,11%
CN1/C(=C\C(=O)c2ccco2)C(C)(C)c2ccccc21,-11%,3%,-49%[inhibitor],2%,-25%,14%,?,172%[activator]
CCOCCSc1nc2c(c(=O)[nH]c(=O)n2C)n1CCCc1ccccc1,-8%,-1%,-12%,-1%,12%,-9%,-2%,9%
Cc1ccc(N/C=C/C(=O)c2cccs2)cc1C,-13%,-12%,2.2µM*,-9%,-40%,-7%,?,9%
CCOC(=O)CN1C(=O)S/C(=C/c2cccc([N+](=O)[O-])c2O)C1=O,-3%,-2%,-28%,5%,-4%,0%,?,86%[activator]
CCN1CCN(CCn2c(=S)[nH]c3cc4c(cc3c2=O)OCO4)CC1,-13%,1%,6%,-1%,-4%,-1%,5%,7%
O=C1CN(C(=O)c2ccc(Cl)c(S(=O)(=O)N3CCc4ccccc43)c2)c2ccccc2N1,.,7%,.,-5%,?,3%,.,3%
Cc1ccc(C2(C(F)(F)F)N=C3Sc4cc(C)cc(C)c4N3C(=O)N2)cc1 (configuration not stated),-17%,2%,6%,-1%,-11%,3%,-3%,5%
Cc1ccc(-c2nc(C3CCCN(S(=O)(=O)c4ccc(C(F)(F)F)cc4)C3)no2)cc1 (configuration not stated),-2%,-15%,18%,10%,-2%,2%,-5%,4%
CCCOc1ccc(C2/C(=C(/O)c3ccc(F)cc3)C(=O)C(=O)N2CCCN(C)C)cc1 (configuration not stated),-3%,9%,-10%,1%,0%,2%,3%,10%
CCc1ccc(Oc2nnnn2-c2ccc(C(N)=O)cc2)cc1,1%,0%,10%,13%,-1%,-2%,-11%,11%
O=C1CSC(=S)N1c1cccnc1,-2%,6%,5%,?,-19%,6%,?,62%[activator]
COc1ccccc1-c1n[nH]c(=S)n1N,2%,-2%,.,-1%,?,3%,5%,-1%
Cc1nc2cc(NC(=O)NCCC3=CCCCC3)ccc2o1,-12%,-2%,.,-10%,3%,-6%,?,11%
COc1ccc(OC)c(C(=O)NC(CC(N)=O)c2ccc(NCCN3CCOCC3)c([N+](=O)[O-])c2)c1 (configuration not stated),.,6%,.,0%,?,-7%,.,-4%
O=C(OCc1cc(=O)n2cc(Br)ccc2n1)C1COc2ccccc2O1 (configuration not stated),-11%,3%,3%,6%,-16%,10%,-6%,-2%
C/C(CC(=O)Nc1ccc(Cl)c(Cl)c1)=N\NC(N)=S,-12%,-10%,-17%,7.9µM*,4%,4%,3%,10%
COCCOC(=O)c1[nH]c2c(c1C)C(=O)CC(c1ccco1)C2 (configuration not stated),-3%,-5%,-11%,1%,-23%,-10%,?,-3%
CCCCC(=O)Nc1ccc(NC(=O)CCCC)nc1,6%,-2%,?,-2%,9%,-3%,-5%,1%
CCN(Cc1nc2cc(OC)c(OC)cc2c(=O)[nH]1)C(=O)c1ccc(S(=O)(=O)N(C)C)cc1,-1%,-4%,-21%,-6%,-8%,-8%,8%,14%
Cc1ccccc1CS(=O)(=O)c1cnc2ccccc2n1,4%,-4%,10%,1%,-2%,0%,-1%,-13%
NC(=O)c1ccsc1NC(=O)c1ccc(N2CCCC2=O)cc1,-15%,-5%,18µM*,4%,-29%,-7%,?,21%
CCCOc1ccc(N2C(=O)CC(N(Cc3ccc(S(N)(=O)=O)cc3)C(=O)CC)C2=O)cc1 (configuration not stated),?,-1%,-15%,2%,1%,-17%,-71%,-4%
O=C(N/N=C(\CC(=O)c1cccs1)C(F)(F)F)c1cccnc1,-7%,0%,.,-11%,?,5%,20µM*,11%
CCOc1cc(S(=O)(=O)N(CC)CC)ccc1Br,0%,-3%,-4%,-5%,4%,2%,1%,2%
CNC(=O)c1ccccc1S(=O)c1ccccc1C#N (configuration not stated),-4%,-4%,6%,-2%,2%,-3%,0%,0%

High-throughput results (PubChem BioAssay)
